CHT inh – inhibitors of human choline transporter CHT. CHT-expressing cells, membrane potential dye, choline response; active compounds read low. B-score at 10 µM. 0.86% of 310,000 active. AID 488975, 2010;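 active = B-score over 3 SD under the library average, and starting fluorescence ratio not unusually high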;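 also: choline stimulus applied at its EC90 after an EC20 pre-addition; B-score computed on integrated fluorescence ratio after choline addition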
Target sequence (Q9GZV3 whole entry, looked up): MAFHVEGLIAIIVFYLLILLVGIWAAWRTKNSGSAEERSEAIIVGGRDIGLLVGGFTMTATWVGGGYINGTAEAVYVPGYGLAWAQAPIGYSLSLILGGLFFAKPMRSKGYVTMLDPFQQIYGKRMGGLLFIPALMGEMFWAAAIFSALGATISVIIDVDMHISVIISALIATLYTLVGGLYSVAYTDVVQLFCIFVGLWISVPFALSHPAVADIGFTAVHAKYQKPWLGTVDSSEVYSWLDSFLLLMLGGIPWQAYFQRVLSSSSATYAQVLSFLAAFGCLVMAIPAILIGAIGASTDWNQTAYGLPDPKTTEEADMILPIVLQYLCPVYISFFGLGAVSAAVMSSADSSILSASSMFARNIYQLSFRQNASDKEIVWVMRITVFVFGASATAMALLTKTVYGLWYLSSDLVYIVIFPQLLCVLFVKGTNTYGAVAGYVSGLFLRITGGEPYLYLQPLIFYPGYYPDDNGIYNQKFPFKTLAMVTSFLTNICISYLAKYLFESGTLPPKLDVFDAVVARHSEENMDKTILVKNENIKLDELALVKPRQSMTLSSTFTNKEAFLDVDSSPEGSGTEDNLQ
KCNQ2 inh – KCNQ2 potassium channel inhibitors, primary screen, cell-based, CHO-K1, FluxOR thallium flux, B-score (AID 2156) | Potassium voltage-gated channel subfamily KQT member 2 (Rattus norvegicus), O88943 | 20 min; active compounds read low | B-score at 10 µM | 1.1% of 310,000 active;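 active = fluorescence ratio B-score at most minus 3 library SDs, with starting brightness B-score within 2 library SDs, cut at about -5.5 in these data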
The depositor's hits bear a star; i = inactive; · = not tested or not shown. This is a random part of the collection (roughly 1.9% active in at least one column).

CHT inh	KCNQ2 inh	canonical_smiles
i	i	CN(C)c1ccc(C(C(=O)NCC2CCCO2)N(Cc2ccco2)C(=O)c2snc(C(N)=O)c2N)cc1 (stereo not given)
i	i	COc1ccc(C(=O)Nc2cccnc2Cl)cc1OC
i	i	COCCNc1nc2c(c(=O)n(Cc3cccc(Cl)c3)c(=O)n2C)n1C
i	i	COC(=O)c1sccc1NC(=O)c1cnc2cc(C)nn2c1C
i	i	CCC[C@@H]1C[C@@H](C(=O)N[C@@H](C2O[C@H](SC)[C@H](O)[C@@H](O)[C@H]2O)[C@H](C)Cl)N(C)C1 (stereo not given in full)
i	i	COC(=O)c1ccc(S(=O)(=O)N2CCc3ccccc32)cc1
i	i	Cc1ccc(S(=O)(=O)N(C)S(=O)(=O)c2ccc(C#N)cc2)cc1
i	i	CC1(C)Cc2nc3oc4c(=S)nc[nH]c4c3cc2CO1
i	i	CC(C)(C)C(=O)NC(=S)Nc1ccc(S(=O)(=O)Nc2nccs2)cc1
i	i	CCOc1cccc(-c2nnc3sc(COc4ccc(OC)cc4)nn23)c1
i	i	O=C(Cc1ccc(-c2ccccc2)cc1)Nc1ccccc1
i	i	CCOc1ccc(C2/C(=C(\O)c3ccc4c(c3)OCCO4)C(=O)C(=O)N2CCCN2CCOCC2)cc1 (stereo not given)

Profiles, quoted from the list. Screens in order: CHT inh	KCNQ2 inh
COC(=O)c1sccc1NC(=O)c1cnc2cc(C)nn2c1C reads i	i
CCC[C@@H]1C[C@@H](C(=O)N[C@@H](C2O[C@H](SC)[C@H](O)[C@@H](O)[C@H]2O)[C@H](C)Cl)N(C)C1 (stereo not given in full) reads i	i

Next structures follow:
CHT inh	KCNQ2 inh	canonical_smiles
i	i	Cc1cc(C)c(S(=O)(=O)NC2CC3CCC2C3)c(C)c1 (stereo not given)
i	i	CC1CCN(S(=O)(=O)c2ccc3[nH]c(=O)c(=O)[nH]c3c2)CC1
i	i	N#CCC(=O)NN=C1CCCCCCCCCCC1
i	i	NC(=O)c1ccc(-c2ncc(-c3ccccc3)o2)cc1
i	i	N#CCCn1nc(-c2ccccc2)cc1Nc1ccccc1NC(=O)c1cccs1
i	i	COC(=O)c1ccccc1NC(=O)CN1CCC(NC(=O)c2ccccc2C)CC1
i	i	CN(C(=O)COC(=O)Cc1c(Cl)cccc1Cl)c1c(N)n(Cc2ccccc2)c(=O)[nH]c1=O
i	i	COc1ccc(NS(=O)(=O)c2ccc(NC(C)=O)cc2)c(OC)c1
i	i	CCOC(=O)C(CC)n1cnc2c(nnn2-c2ccc(C)cc2)c1=O (stereo not given)
i	i	CCCN(CC1CCCO1)C(=O)CCc1nnc(-c2cc(C)on2)o1 (stereo not given)
i	i	Nc1ccc(S(=O)(=O)Nc2ccc(C(=O)c3ccccc3)cc2)cc1
-5.59*	i	Cc1noc(NS(=O)(=O)c2ccc(NC(=O)c3oc4ccc(Cl)cc4c3C)cc2)c1C
i	i	COC(=O)c1c(C)nc2c(c(SC)nn2-c2ccccc2)c1N
i	i	COCCCNC(=O)CN(c1cc(OC)ccc1OC)S(=O)(=O)c1ccccc1
i	i	CCOC(=O)c1c(CN2CCN(CCO)CC2)n(C)c2cc(Br)c(OC)cc12
i	i	CC/C(O)=C1\C(=O)CCCC1=NCc1nc2ccccc2[nH]1
i	i	O=[N+]([O-])c1ccc(O)c(-c2cc(C(F)(F)F)nc(-c3ccccc3)n2)c1
i	i	CCCc1ccc2oc(C(=O)N(C)Cc3ccn[nH]3)c(C)c2c1
i	i	CC1CCN(C(=O)C2CC(c3ccc(F)cc3)=NO2)CC1 (stereo not given)
i	i	Cc1nc(SCC(=O)NCC2CCCO2)[nH]c(=O)c1C (stereo not given)
i	-6.07*	CC(C)(C)c1ccccc1OCCCCCn1ccnc1
i	i	Cn1nc(C(C)(C)C)cc1NC(=O)Nc1cc(Cl)cc(Cl)c1
i	i	COc1ccccc1N1CCN(CC(=O)Nc2ccc3c(c2)OCCO3)CC1
i	i	O=C(CCN1C(=O)C2CCCCC2C1=O)N1CCN(S(=O)(=O)c2c(F)cccc2F)CC1 (stereo not given)
i	i	CC(O)Cc1cn(CC(=O)N2CCNCC2)nn1 (stereo not given)
i	i	COC(=O)C1=C(C)NC(=S)N(C(C)=O)C1c1ccccc1 (stereo not given)
i	i	NS(=O)(=O)c1ccc(CNS(=O)(=O)c2ccc3c(c2)OCCO3)cc1
-5.23*	i	O=C(Cc1ccc(Cl)cc1)NNC(=S)NC(=O)c1cccs1
i	i	CCOC(=O)C1C(=O)NC(C)C1c1ccccc1 (stereo not given)
i	i	CCOC(=O)c1cc(C#N)c(SCC(=O)Nc2ccc(C(C)=O)cc2)[nH]c1=O
i	i	Cc1ccc(C(=O)O/N=C(\c2ccccc2)c2cccnc2)cc1
i	i	CN(C1CCCCC1)S(=O)(=O)Cc1ccccc1
i	i	CC1CCCC(C)N1CC(O)COCc1ccccc1F (stereo not given)
i	i	CCO[C@@H]1OC(C(=O)O)=C[C@H](c2ccc(Br)cc2)[C@H]1CCCO
i	i	COc1cc(NS(=O)(=O)c2ccc(NC(=O)COc3ccc(C)cc3)cc2)nc(OC)n1
i	i	CC(=O)C1=C(O)C(=O)N(c2ccc(Br)cc2)C1c1cccc([N+](=O)[O-])c1 (stereo not given)

Entries listed above shown as hits in KCNQ2 inh.
CHT inh	KCNQ2 inh	canonical_smiles
i	-6.07*	CC(C)(C)c1ccccc1OCCCCCn1ccnc1

Continuation:
CHT inh	KCNQ2 inh	canonical_smiles
i	i	O=c1[nH]c(C2CCCN(S(=O)(=O)c3ccccc3)C2)nc2c1nnn2Cc1ccc(OC(F)(F)F)cc1 (stereo not given)
i	i	CC(C)(C)C(=O)NCCN1CCN(C(=O)C(C)(C)C)CC1
i	i	COc1ccc(C(=O)NC(=S)N2CCNC(=O)C2)cc1Br
i	i	O=C1/C(=C/c2ccncc2)CCc2ccccc21
i	i	Cc1ccc(-c2nnc(CCC(=O)NCC3C4CC5CC(C4)CC3C5)o2)s1 (stereo not given)
i	i	CN(C)S(=O)(=O)c1cccc(COC(=O)c2ccc3c(c2)OCO3)c1
i	i	CC(/C=N/Nc1nnc2c(n1)[nH]c1ccccc12)=C\c1ccco1
i	i	CCN(CC)C(=O)N1c2ccccc2C=Cc2ccccc21
i	i	COc1ccc(CNCc2cccc(Oc3ccccc3)c2)cc1
i	i	CN(CC(=O)Nc1ccc(F)cc1)C(=O)COC(=O)CNC(=O)c1ccc(Cl)cc1Cl
i	i	O=C(NNC(=O)c1ccccc1O)c1ccc(NS(=O)(=O)c2ccc(F)c(F)c2)cc1
i	i	O=C(O)c1cccc(NC(=O)c2cccc(S(=O)(=O)N3CCc4ccccc43)c2)c1

A second format for 4 compounds above:
CCN(CC)C(=O)N1c2ccccc2C=Cc2ccccc21
  CHT inh: i
  KCNQ2 inh: i

COc1ccc(CNCc2cccc(Oc3ccccc3)c2)cc1
  CHT inh: i
  KCNQ2 inh: i

CN(CC(=O)Nc1ccc(F)cc1)C(=O)COC(=O)CNC(=O)c1ccc(Cl)cc1Cl
  CHT inh: i
  KCNQ2 inh: i

O=C(NNC(=O)c1ccccc1O)c1ccc(NS(=O)(=O)c2ccc(F)c(F)c2)cc1
  CHT inh: i
  KCNQ2 inh: i

Carrying on.
CHT inh	KCNQ2 inh	canonical_smiles
i	i	COC(=O)CN(c1ccc(F)cc1)S(=O)(=O)c1ccccc1
i	i	COC(=O)C1=C(C)NC(=O)C1(Nc1nccs1)C(F)(F)F (stereo not given)
i	i	COc1ccc(C2=NN(CC(=O)Nc3ccccc3C)C(=O)CC2)cc1
i	i	COC(=O)COc1ccc(-n2cnnn2)cc1
i	i	CCOC(=O)C1C(c2ccccc2)NC(=S)NC1(C)O (stereo not given)
i	i	CC(=O)N1C(=O)N(C(C)=O)C2C1N(C(C)=O)C(=O)N2C(C)=O (stereo not given)
i	i	Cc1cc(C)cc(NC(=O)Nc2cccnc2)c1
i	i	CCC(CC)c1nnc(NC(=O)CCS(=O)(=O)Cc2ccccc2)s1
i	i	Cc1ccc(Oc2ncccc2/C=N/OCc2ccc(Cl)cc2Cl)cc1
i	i	CCOC(=O)N1CCC(NC(=S)Nc2ccc3nc(N4CCN(C)CC4)cc(C)c3c2)CC1
i	i	COc1ccc(N2CC(C(=O)N[C@@H](C)C(=O)NCCc3ccccc3)CC2=O)cc1 (stereo not given in full)
i	i	O=C(Nc1nnc(-c2ccccc2F)s1)c1cccnc1
i	i	O=c1[nH]n(-c2ccc(Cl)cc2)c(=O)c(Cl)c1Cl
i	i	COc1ccc(CCN2C(=NC(=O)C(C)C)SC3CS(=O)(=O)CC32)cc1 (stereo not given)
i	i	CCN(CC(=O)NCc1ccc(F)cc1)C(=O)c1cc2ccccc2o1
i	i	O=C(Nn1cnc2ccccc2c1=O)c1ccc(Cl)c([N+](=O)[O-])c1
i	i	Cc1nn(CC(=O)N2CCC(N3CCCCC3)CC2)c(=O)c2c1sc1ccccc12
i	i	Cc1cc2c(cc1C)NC1=C(N2)OC(c2cccc(O)c2)C1=O (stereo not given)
i	i	COc1cc(NC(=O)c2ccc3nsnc3c2)cc(OC)c1OC
i	i	Cc1cc(-n2c(SCC(=O)NCc3cccs3)nc3n[nH]c(C)c3c2=N)ccc1Cl
i	i	Cc1ccc(NC(=O)CSc2ccc3nnc(-c4ccccn4)n3n2)cc1
i	i	CCn1nc(CC(=O)Nc2ccc(-n3cnnn3)c(C)c2)c2ccccc2c1=O
i	i	C=CCC(NC(C)c1ccccc1)c1ccco1 (stereo not given)
i	i	COc1cc2c(cc1OC)CN(C1CCCN(Cc3cc(Cl)ccc3O)C1)CC2 (stereo not given)
i	i	COCCCn1c(=O)cc(C)[nH]c1=S
i	i	Nn1c(Cc2cccc3ccccc23)nnc1SCn1nnc2ccccc2c1=O
i	i	CCCS(=O)(=O)N1CCC(C(=O)NCCN2CCCC2)CC1
i	i	CC1=C(C(=O)Nc2cccc(C(=O)NCc3ccc(F)cc3)c2)SCCO1
i	i	N#C/C(=C\c1cccc(Oc2ccc(C(F)(F)F)cc2[N+](=O)[O-])c1)c1nc2ccccc2[nH]1
i	i	O=C(NC1CCCc2ccccc21)c1cc(Cl)ccn1 (stereo not given)
i	i	CCCC(C)NC(=O)COC(=O)c1cccc(NS(C)(=O)=O)c1 (stereo not given)
i	i	COCCCn1c(=O)c2ccccc2n(CC(=O)NC2CCCCC2)c1=O
i	i	CC(C)Nc1nc(NC(C)C)nc(C(N)=O)n1
·	i	COc1cc2[nH]c(=O)n(CCC(=O)NC3CCN(Cc4ccccc4)CC3)c(=O)c2cc1OC
i	i	CCN(CC)S(=O)(=O)c1ccc(N=Nc2c(N)[nH]c(=O)[nH]c2=O)cc1
i	i	CSCCC(NC(=O)c1ccc(Cl)cc1)C(=O)OCC(=O)N1CCCC1=O (stereo not given)
i	i	COC(=O)Nc1cccn(Cc2c(Cl)cccc2Cl)c1=O
i	i	COc1ccc(C(c2nnnn2Cc2cccs2)N2CCN(c3ccc(F)cc3)CC2)cc1OC (stereo not given)
i	i	Fc1cccc(Nc2ncnc3sc4c(c23)CCC4)c1
i	i	CCN(CC)S(=O)(=O)c1cccc(C(=O)N[C@H](C(=O)OCC(=O)NC(=O)NC)C(C)C)c1
i	i	NC(=O)COc1ccccc1C1=NO[C@@](CC(=O)O)(C(=O)Nc2ccc3c(c2)OCCO3)C1
i	i	CCOC(=O)c1sc(NC(=O)c2ccc(S(=O)(=O)N3CCCCCC3)cc2)nc1-c1ccccc1
i	i	O=C(CN1C(=O)NC2(CCCC2)C1=O)NCCC1=CCCCC1
i	i	CCC1CCCCN1S(=O)(=O)c1c(C)n(C)c(=O)n(C)c1=O (stereo not given)
i	i	CCCCNC(=O)c1onc(CSc2cccc(Cl)c2)c1C(=O)O
i	i	O=C(Cc1cnc2ncnn2c1)N1CCc2c([nH]c3ccccc23)C1c1ccccc1F (stereo not given)
i	i	CCCNC(=S)N(Cc1ccccc1)Cc1nc2ccccc2c(=O)[nH]1
i	i	O=C(Nc1ncccc1O)c1ccc(S(=O)(=O)N2CCCCCC2)cc1

4 entries from above, with each value named.
O=C(Cc1cnc2ncnn2c1)N1CCc2c([nH]c3ccccc23)C1c1ccccc1F (stereo not given)
  CHT inh = i
  KCNQ2 inh = i

CCCCNC(=O)c1onc(CSc2cccc(Cl)c2)c1C(=O)O
  CHT inh = i
  KCNQ2 inh = i

Fc1cccc(Nc2ncnc3sc4c(c23)CCC4)c1
  CHT inh = i
  KCNQ2 inh = i

COC(=O)Nc1cccn(Cc2c(Cl)cccc2Cl)c1=O
  CHT inh = i
  KCNQ2 inh = i

The results go on:
CHT inh	KCNQ2 inh	canonical_smiles
i	i	COc1ccccc1C(=O)Nc1cc(-c2ccc(C)cc2)no1
i	i	Cc1ccc(S(=O)(=O)Cn2nnnc2CN(Cc2ccco2)CC2CCCO2)cc1 (stereo not given)
i	i	C=CCNC(=S)N/N=C(\C)c1ccccn1
i	i	O=C(C1CCCC1)N1CCN(S(=O)(=O)c2ccc(F)cc2)CC1
i	i	CC(O)[C@H]1CNCCN1CCc1cccc(F)c1 (stereo not given in full)
i	i	Cc1ccc(/C=C(\NC(=O)c2ccc(C)cc2)c2nc(=S)[nH][nH]2)cc1
i	i	CCc1nc(N2CCN(C(C)=O)CC2)c(C#N)c2c1COC(C)(C)C2
i	i	CCC(CC)C(=O)c1c[nH]c(C(=O)NCC2CCCO2)c1 (stereo not given)
i	i	CCCn1c(N)c(NCCN2CCOCC2)c(=O)[nH]c1=O
i	i	Cn1nnc(NC(=S)NC(=O)c2cc3ccccc3o2)n1
i	i	Cc1ccc(S(=O)(=O)Nc2nnc(C3CCCCC3)s2)cc1
i	i	COCCn1nnnc1C(c1ccc(Cl)cc1)N1CCSCC1 (stereo not given)
i	i	COC(=O)C(Cc1ccccc1)NC(=O)CSc1nc(N)cc(=O)[nH]1 (stereo not given)
i	i	O=C(NCc1ccco1)C1CCCN1C(=O)Nc1ccc(Cl)cc1 (stereo not given)

Compound activity: PubChem BioAssay, Johns Hopkins Ion Channel Center
